IkB signaling: IkB Signaling; ABC-DLBCL IkBa-CBG/CBR dual luciferase ratio, 4 h; response scale: scaled: untreated 0%, proteasome inhibitor 100%; Potency, µM (top dose mostly 57.1 µM), for inactives: top-dose IkBa stabilization activation; actives 0.04% (n = 110,000); active = well fitted curve in the direction sought with a large enough effect in the signal ratio, not every such curve was filed as active; inconclusive = small, poorly fitted or top-dose-only effect, or a change in a side signal; the % refers to the signal ratio;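 note: the direction sought is a rising ratio; 0% = basal untreated cells and 100% = reference inhibitor full response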
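Luminescence ratio of IκBα-fused green versus native red beetle luciferase in OCI-Ly3 cells, 4 h post-doxycycline with compound; red signal alone, scaled from basal (0%) to zero light (-100%), flagged nonspecific or cytotoxic effects.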
Peg3 imprint: qHTS Assay for Compounds that Induce Erasure of Genomic Imprints. mouse ES Peg3-LacZ reporter, beta-gal luminescence, 40 h. Potency, µM (doses to about 60.7 µM), without a hit: at the highest dose activity change, positive = activation, hits mostly activators. actives 0.02% (n = 110,000). AID 1948, 2009;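 note: 0% = negative control wells on the plate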
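Gelatin-coated wells received 300 freshly trypsinized female ES cells with a Peg3LacZ-Neo reporter on the maternal allele, then incubated 40 hours at 37C. BetaGlo was added for 5 minutes at room temperature before a single luminescence read.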
p53ts 32C tox: qHTS Screen for Compounds that Selectively Target Cancer Cells with p53 Mutations: Cytotoxicity of p53ts Cells at the Permissive Temperature; actives 0.93% (n = 130,000); AID 924, 2007; Potency, µM (doses to about 46.1 µM), for inactives: at the top dose activity change, negative = cytotoxicity, actives largely listed as cytotoxic; H1299-p53A138V at 32C, ATP luminescence viability, 24 h;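 note: 0% = DMSO and -100% = full killing by reference compound; nearly all actives have a fitted effect of over 55% in size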
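H1299-p53 A138V cells (temperature-sensitive p53) exposed 24 h to up to 46 uM compound at 32C, where p53 is wild-type in conformation. Viability read as ATP luminescence and normalised to DMSO and 100 uM tamoxifen. AC50 fitted with the Hill equation.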
p53ts 39C tox: qHTS Screen for Compounds that Selectively Target Cancer Cells with p53 Mutations: Cytotoxicity of p53ts Cells at the Nonpermissive Temperature; Potency, µM (series often up to 46.1 µM), for the others: at the top dose activity change, negative = cell killing, most hits filed as cytotoxic; H1299-p53A138V viability at 39C, ATP luminescence, 24 h; actives 1.5% (n = 130,000); note: nearly all actives have a fitted effect of over 55% in size
Starred values were filed as active, the others as inactive; u = inconclusive; x = no result given; & = joins results of further samples; [ ] = remark or other dose. Unless noted, calls come from the whole dose curve; as a rule, active = well fitted curve in the direction sought with a large enough effect; inconclusive = small, poorly fitted or top-dose-only effect, or another doubt; inactive = no such curve, though single readings can be large; an effect the other way counts as inactive or inconclusive. Unless noted, % is set by controls: 0 for no effect and ±100 for the full control effect; potency is the fitted concentration of half-maximal effect.

Compound	IkB signaling	Peg3 imprint	p53ts 32C tox	p53ts 39C tox
Cc1cccc(-c2nc3scc(CCNS(=O)(=O)c4ccc(F)cc4C)n3n2)c1	u	8%[10.9 µM]	3%	-7%
Cc1sc(NC(=O)CN2CCN(c3ccccn3)CC2)c(C#N)c1C	0.7%	-8%	3%	-9%
COc1ccc(NC(=O)CCNS(=O)(=O)c2ccc3c(c2)CCCC(=O)N3)cc1Cl	2.0%	1%[10.9 µM]	-2%	7%
COc1cccc(CNC(=O)c2sc3nc[nH]c(=O)c3c2C)c1	-4.4%	27%[10.9 µM]	6%	-18%
COc1ccccc1Oc1ccc2c(c1)C(=O)N(c1cccc(O)c1)C2=O	x	x	-11%	-20%
Cc1ccc(C)c(NC2=NC3(CCCCC3)N=C(N)N2)c1	x	x	1%	22%
CN(Cc1nnc(SCC(=O)NCCc2ccccc2)n1C)S(=O)(=O)c1ccccc1	1.2%	4%	1%	0%
CCN(CC)S(=O)(=O)c1ccc2c(c1)c(=O)c(C(=O)N1CCN(c3ccccc3OC)CC1)cn2C	0.6%	-3%[10.9 µM]	-3%	21%
COc1ccccc1N(CC(=O)NCc1cccnc1)S(C)(=O)=O	x	x	-5%	-11%
CC(C)CCNC(=O)c1ccc(C2SCC(=O)N2Cc2ccco2)cc1 (stereo not drawn)	x	x	15%	3%

For convenience, 2 of the compounds above:
Compound	IkB signaling	Peg3 imprint	p53ts 32C tox	p53ts 39C tox
Cc1cccc(-c2nc3scc(CCNS(=O)(=O)c4ccc(F)cc4C)n3n2)c1	u	8%[10.9 µM]	3%	-7%
Cc1sc(NC(=O)CN2CCN(c3ccccn3)CC2)c(C#N)c1C	0.7%	-8%	3%	-9%

The results go on.
Compound	IkB signaling	Peg3 imprint	p53ts 32C tox	p53ts 39C tox
Cc1ccc2c(c1)c1c3n2CCN=C3CCC1	-1.9%	-15%	11%	-23%
O=C(Nc1cnn(Cc2ccccc2)c1)c1nc2ncccn2n1	1.6%	-2%	-19%	-6%
Cc1cc(C)c(NC(=O)CSc2ccnc(=O)[nH]2)c(C)c1	-0.2%	-2%[10.9 µM]	-4%	9%
Cc1ccc(NC(=O)c2oc3ccccc3c2NC(=O)C2CCCCC2)cc1	u	15%[10.9 µM]	-2%	36%[activator]
CCOC(=O)c1nnn(CC(=O)Nc2cccc(OC)c2)c1C(=O)OCC	-0.4%	-11%	2%	6%
CC1(C)N=C(N)N=C(N)N1CCCCc1ccccc1	6.4%[11.4 µM]	-9%[10.9 µM]	-24%[9.22 µM]	u
CS(=O)(=O)NCCSCc1ccccc1	1.8%	17%	-9%	15%
CSC1=NCCN1C(=O)c1ccc(S(=O)(=O)N(C)C)cc1	2.4%	-12%	2%	-1%
Cc1ccc(NC(=O)Cn2ccn(-c3ccccc3)c(=O)c2=O)cc1	u	-6%[10.9 µM]	2%	3%
COc1ccc(-n2nc(C(=O)N3CCN(c4cccc(C)c4)C(C)C3)c3c4ccccc4n(C)c3c2=O)cc1Cl (stereo not drawn)	-1.4%	u	6%	14%
Cc1cccc(N(CC(=O)Nc2c(C)n(C)n(-c3ccccc3)c2=O)S(C)(=O)=O)c1	1.0%	-6%	2%	13%
CS(=O)(=O)c1ncc(Cl)c(C(=O)Nc2c(C(=O)c3ccc(Cl)cc3)oc3ccccc23)n1	-0.3%	-10%[10.9 µM]	-10%	-13%
O=C(NCCO)C(c1ccccc1)c1ccccc1	1.9%	-3%	0%	-4%
CC(C)CN(C(=O)COC(=O)C12CC3CC(CC(O)(C3)C1)C2)C1CCS(=O)(=O)C1 (stereo not drawn)	-1.1%	-4%	-12%	-13%
CC(C)(C)C(=O)Nc1ccc(Cl)c(-c2nc3ccccc3[nH]2)c1	u	-12%[10.9 µM]	-4%	3%
CCCCN(C)c1ncnc2c1cnn2-c1cccc(Cl)c1	1.8%	-14%[10.9 µM]	u	16µM*
Cc1cc(NC(=O)CCCC(=O)NCc2cccs2)no1	0.0%	0%	1%	u
COc1ccc(CCNC(=O)c2cc3sccc3n2C)cc1OC	-0.2%	-17%	-9%	-13%
COc1ccc(N2C(=O)CS(=O)(=O)C23C(=O)N(Cc2ccccc2F)c2ccccc23)cc1Cl (stereo not drawn)	0.9%	7%[10.9 µM]	1%	6%
Cc1nnc(N2CCC(C(=O)NCCc3ccccc3)CC2)c2nn(-c3ccc(Cl)cc3)c(C)c12	3.1%	1%[10.9 µM]	5%	-23%
COc1ccc(OC)c(NC(=O)CSC2=Nc3ccccc3C3=NC(CC(=O)NCc4ccc(F)cc4)C(=O)N23)c1 (stereo not drawn)	u	-7%[10.9 µM]	7%	9%
CCOC(=O)CSc1nc2c(sc(=S)n2Cc2ccco2)c(=O)n1-c1ccccc1	3.2%	-9%	12%	4%
CCOc1ccc(C(=O)Nc2cccc(-c3nc4cc(Cl)cc(Cl)c4o3)c2)cc1	-1.1%	-5%[10.9 µM]	0%	9%
COC(=O)c1c(NC(=O)COc2c(C)cccc2C)sc2c1CCCC2	2.8%	-19%[10.9 µM]	-6%	6%
Cc1ccc(Cl)cc1-n1c(=O)c2sc3ccccc3c2n(CC(=O)NC2CCCC2)c1=O	u	-8%[10.9 µM]	8%	-7%
Cc1ccccc1CSc1nnc(Cn2c(=O)sc3ccccc32)n1C	3.0%	-14%	-5%	-7%
CO/C=C/C#CC1(O)CCN(C)CC1	0.8%	4%	11%	1%
c1ccc(CNn2nnnc2-c2ccccc2)cc1	-0.6%	-8%	2%	6%
COc1ccc(Cl)cc1NS(=O)(=O)c1ccc2c(c1)NC(=O)CC(=O)N2	2.9%	-6%[10.9 µM]	3%	-6%
CCOC(=O)Nc1nnc(-c2ccccc2OC)s1	-2.0%	0%	-11%	-8%
O=C1O[C@@H]([C@@H](O)CO)[C@@H](O)[C@H]1O	-0.5%[25.6 µM]	6%[16.8 µM]	-23%[20.6 µM]	-7%[20.6 µM]
CC(=O)c1cc(-c2ccccc2)n(CC(=O)NCCc2ccc(C)cc2)c1C	-0.1%	-7%[10.9 µM]	-12%	9%
COc1ccc(NC(=O)CSc2ncn(-c3ccccc3)n2)cc1Cl	u	-39%[inhibitor]	12%	-7%
COc1cccc(C2C=C(c3ccccc3)Nc3c(C(=O)Nc4ccccc4)cnn32)c1OC (stereo not drawn)	u	-10%[10.9 µM]	7%	-14%
COC(=O)Nc1c(-c2ccccc2)nc2ccccn12	2.3%	1%	1%	8%
CCOC(=O)c1c(NC(=O)COC)sc2c1CCCC2	2.3%	-17%	5%	2%
CC(C)CN(CCCNC(=O)c1cc(=O)[nH]c2ccc(S(=O)(=O)N3CCCC3)cc12)CC(C)C	-0.6%	-5%[10.9 µM]	-5%	22%
O=C(CSCc1ccccc1)Nc1nccs1	-2.6%	-9%	-11%	2%
COC(=O)c1ccc(C(NC(=O)OCc2ccccc2)/C(I)=C/[C@@H](C)C(=O)NCc2ccncc2)cc1 (stereo partly drawn)	x	-16%	2%	-13%
COC(=O)c1ccccc1NC(=O)CSc1n[nH]c(CC(C)C)n1	1.8%&2.5%	-11%	4%	8%
COc1ccc(Cl)cc1NC(=O)N1CCN(S(=O)(=O)c2ccc3c(ccn3C)c2)CC1	5.4%	0%[10.9 µM]	-1%	7%
CN(C)c1ccc(-c2cc(-n3ccnc3)ncn2)cc1	0.3%[11.4 µM]	-26%	u	u
Cc1ccsc1C1CC(=O)NC2=C1C(=O)CC(C)(C)C2 (stereo not drawn)	-0.2%	-13%	-9%	-10%
Cc1ccc(-c2nnc(SCC(=O)c3ccc(Cl)cc3)n2-c2ccccc2)cc1	2.0%	-17%[10.9 µM]	20%	-15%
O=C(Nc1ccc(F)cc1)c1ccc(Cn2nc(N3CCN(c4ccccc4)CC3)ccc2=O)o1	u	-18%[10.9 µM]	15%	13%
CC(C)CNc1nc2ncnc(N)c2[nH]1	-1.6%[11.4 µM]	4%[10.9 µM]	-1%[9.22 µM]	10%[9.22 µM]
CCCCSc1nc2ccccc2n1CC(=O)O	x	x	8%	8%
Cc1cccc(N2CCN(C(=O)CN3C(=O)COc4ccc(S(=O)(=O)N5CCC(C)CC5)cc43)CC2C)c1 (stereo not drawn)	u	-14%[10.9 µM]	8%	-14%
CCOc1ccc(NC(=O)Cn2c(=O)n(CC(=O)NCc3ccccc3Cl)c(=O)c3sccc32)cc1	4.0%	-11%[10.9 µM]	-6%	-20%
COc1ccc(-c2noc(CSc3nc(N)cc(=O)[nH]3)n2)cc1	-0.2%	-20%[10.9 µM]	5%	1%

Following part
Compound	IkB signaling	Peg3 imprint	p53ts 32C tox	p53ts 39C tox
COCCn1c(N2CCN(c3ccc(OC)cc3)CC2)nc2c1c(=O)[nH]c(=O)n2C	-0.1%	2%	10%	1%
COc1ccc(/C=C\c2onc(C)c2S(=O)(=O)N2CCC(C(=O)Nc3cccc(C)c3C)CC2)cc1	-0.6%	-11%[10.9 µM]	5%	9%
COc1cc2c(cc1OC)C(COc1ccc3c(C)cc(=O)oc3c1)N(C(=O)c1cc(Cl)ccc1OC)CC2 (stereo not drawn)	-3.0%	-10%[10.9 µM]	-4%	-16%
Cc1ccc(S(=O)(=O)c2nnn3c2nc(N(C)Cc2ccccc2)c2cc(Cl)ccc23)cc1C	0.0%	-16%[10.9 µM]	19%	-10%
O=C(NC1CCCC1)C(c1cccs1)N(C(=O)c1ccco1)c1ccc2c(c1)OCO2 (stereo not drawn)	x	x	-3%	26%
COc1ccc(N2Cc3cccc(C(=O)Nc4cc(C)cc(C)c4)c3C2=O)cc1	1.7%	5%[10.9 µM]	-8%	-8%
COC(=O)c1ccc(C)c(NC(=O)Cc2coc3cc(OC)ccc23)c1	1.8%	-12%	-4%	-7%
Cc1ccc(-c2cn3c(n2)sc2cc(C(=O)NCCCN4CCCCCC4)ccc23)cc1	u	-8%[10.9 µM]	-6%	-15%
Cc1ccc(NC(=O)Cn2cnc3c(cnn3C(C)(C)C)c2=O)cc1	4.3%	-14%	-18%	-10%
CCOC(=O)N1CCN(C(=O)Nc2ccc3nc(-c4ccccn4)c(-c4ccccn4)nc3c2)CC1	5.3%	-7%	-8%	1%

Brought forward from above: 3 compounds; new compounds follow.
Compound	IkB signaling	Peg3 imprint	p53ts 32C tox	p53ts 39C tox
Cc1ccc(-c2cn3c(n2)sc2cc(C(=O)NCCCN4CCCCCC4)ccc23)cc1	u	-8%[10.9 µM]	-6%	-15%
Cc1ccc(NC(=O)Cn2cnc3c(cnn3C(C)(C)C)c2=O)cc1	4.3%	-14%	-18%	-10%
CCOC(=O)N1CCN(C(=O)Nc2ccc3nc(-c4ccccn4)c(-c4ccccn4)nc3c2)CC1	5.3%	-7%	-8%	1%
Cc1ccc(S(=O)(=O)Cc2ccc(C(=O)N3CCN(c4ccc(F)cc4)CC3)o2)cc1	5.0%	-10%	-2%	1%
O=C(O)CCc1ccc(-c2ccccc2)n1CC1CCCO1 (stereo not drawn)	1.0%	-18%	3%	5%
Cc1csc(SCc2nc3sc4c(c3c(=O)[nH]2)CCC4)n1	0.2%	-8%	-9%	3%
O=C(c1ccc(Cl)cc1)c1nnc(-c2ccncc2)o1	1.8%	-7%	1%	7%
C=CCn1c(SCC(=O)O)nnc1-c1ccccc1	x	x	-12%	8%
CC1(C)Cc2c(C#N)c(N3CCCC3)nc(-c3ccco3)c2CO1	u	-19%	5%	-7%
Cc1nc2scc(C)n2c(=O)c1S(=O)(=O)Nc1ccc(N2CCOCC2)cc1	-5.7%	-10%[10.9 µM]	10%	-27%
Cc1cccc2nc(CSc3nnnn3-c3ccccc3)cn12	0.8%	-13%	0%	-6%
O=C(NCCN1CCOCC1)N1CCOCC1	0.0%	8%	-4%	2%
O=C(Nc1c(F)c(F)c(F)c(F)c1F)NC1CCCCC1	1.2%	-18%	-4%	11%
c1nc(N2CCCCC2)c2[nH]cnc2n1	-1.5%	11%	27%	6%
CC1CCN(c2nc3ccc(C(=O)NCc4ccccc4)cc3s2)CC1	u	-4%[10.9 µM]	-6%	-5%
